Screening data as filed in PubChem BioAssay.
SIAE primary – blocks human sialic acid acetylesterase. Q9HAT2. SIAE FP-Rh probe binding, fluorescence polarization. inhibition, % at 9.66 µM. 370,000 compounds, 0.69% hits;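 active = inhibition above a cutoff: mean of compounds within the control limits plus 3 SD of those, cut at about 17% in these data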;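 note: 0% = plate median of compound wells and 100% = probe without SIAE protein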
TCR CD3 inh – blocks the human TCR-CD3 interaction. inhibition, % at 9.4 µM. TAMRA-labeled TCR probe fluorescence, biochemical. 360,000 compounds, 0.37% hits; in the data active = inhibition above about 19%;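 note: recombinant mutant TCR 2C K166C tagged with TAMRA read by polarization; 0% = receptor in buffer alone and 100% = receptor with positive control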
PRMT1 inh – blocks human protein arginine methyltransferase 1 | inhibition, % at 2.79 µM | recombinant PRMT1, activity-based probe fluorescence polarization | 370,000 compounds, 1.3% hits;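 active = inhibition above about 21% made by adding two undisclosed values, limit read from the data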
HTRA1 inhibitor – inhibitors of human serine peptidase HTRA1; recombinant HTRA1, FP-rhodamine activity-based probe, fluorescence polarization; inhibition, % at 5.96 µM; 340,000 compounds, 0.5% hits; AID 504803; in the data active = inhibition above about 36%;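 note: 0% = enzyme with DMSO and 100% = wells lacking enzyme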
Target sequence (Q92743 whole entry, looked up): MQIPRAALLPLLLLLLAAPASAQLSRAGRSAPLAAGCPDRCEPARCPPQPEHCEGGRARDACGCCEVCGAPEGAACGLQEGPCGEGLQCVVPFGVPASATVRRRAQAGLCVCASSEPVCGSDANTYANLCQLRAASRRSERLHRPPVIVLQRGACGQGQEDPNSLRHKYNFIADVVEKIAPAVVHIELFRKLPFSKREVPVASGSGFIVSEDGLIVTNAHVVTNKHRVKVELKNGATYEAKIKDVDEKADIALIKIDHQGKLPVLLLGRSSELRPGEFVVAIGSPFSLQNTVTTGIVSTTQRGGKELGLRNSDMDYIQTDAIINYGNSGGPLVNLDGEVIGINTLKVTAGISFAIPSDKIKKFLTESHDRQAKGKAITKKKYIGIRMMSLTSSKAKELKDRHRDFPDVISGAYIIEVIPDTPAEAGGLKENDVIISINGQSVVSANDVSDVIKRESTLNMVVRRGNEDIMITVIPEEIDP
UHRF1 binding – UHRF1 methyl-DNA binding inhibition; UHRF1 binding to methylated oligo, TR-FRET; inhibition, % at 4.4 µM; 370,000 compounds, 0.75% hits; in the data active = inhibition above about 21%;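 note: UHRF1 SRA domain binding a hemimethylated CpG hairpin DNA probe; 0% = median of test compound wells and 100% = reference inhibitor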
Tn7 DDE FP – inhibitors of Tn7 peptide binding to human fibrin DD(E). P02675. FP displacement of FITC-Tn7 peptide from fibrin DD(E); 0% = median of compound wells per plate. inhibition, % at 8.3 µM. 370,000 compounds, 0.13% hits;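 active = inhibition above the mean of compounds falling within the control limits plus 3 SD of them, cut at about 14% in these data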;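 note: 0% = plate median of compound wells and 100% = 10 µM Aha-Tn7 peptide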
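Assay system: human fibrin DD(E) protein / Input: 2 µM fibrin DD(E) / Benchmarks: high control of 10 µM Aha-Tn7 peptide / Measured by: fluorescence polarization of the labelled Tn7 tracer / Medium: Tris buffer with calcium and detergent, pH 7.8 / Timing: 10 min compound pre-incubation, 3 h probe incubation at room temperature / Repeats: one replicate per compound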
LEDGF integ inh – blocks HIV-1 LEDGF/p75-dependent DNA integration. inhibition, % at 3.7 µM. AID 743269. TR-FRET IN-LEDGF/p75 DNA integration, Eu/Cy5. 370,000 compounds, 0.64% hits;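 active = inhibition above the screen-wide mean plus 3 SD, cut at about 13% in these data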;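 note: signal is the Cy5 over europium emission ratio at 671 and 618 nm; 0% = plate median of compound wells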
TDP2 absorb – TDP2 (human) inhibition, absorbance primary screen; O95551; recombinant TDP2, T5PNP hydrolysis, p-nitrophenol absorbance 415 nm; inhibition, % at 12.8 µM; 370,000 compounds, 0.34% hits;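 active = inhibition above the mean of all tested compounds plus 3 SD, set per campaign, cut at about 25% in these data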;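 note: 0% = DMSO with enzyme and 100% = buffer with substrate but no TDP2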
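Assay system: Recombinant human TDP2 | Quantity: 120 nM TDP2 per well | Incubation: 2 h at 37 °C | Signal: Epi absorbance | Evaluation: Percent inhibition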
PG9 binder – binds the HIV-1 gp120 antibody PG9 | TR-FRET gp120-PG9 antibody binding | inhibition, % at 6.7 µM | 360,000 compounds, 0.43% hits | AID 624416; in the data active = inhibition above about 8.5%
mABHD4 FP – ABHD4 (mouse) inhibition, primary FP screen | Q8VD66 | 370,000 compounds, 0.54% hits | inhibition, % at 8.92 µM | purified mABHD4, FP-Rh probe fluorescence polarization | AID 720543;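 active = inhibition exceeding the mean over every tested compound plus 3 SD, cut at about 30% in these data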;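 note: 0% = plate median of compound wells and 100% = S159A mutant with DMSO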
Target sequence (Q8VD66 whole entry, looked up): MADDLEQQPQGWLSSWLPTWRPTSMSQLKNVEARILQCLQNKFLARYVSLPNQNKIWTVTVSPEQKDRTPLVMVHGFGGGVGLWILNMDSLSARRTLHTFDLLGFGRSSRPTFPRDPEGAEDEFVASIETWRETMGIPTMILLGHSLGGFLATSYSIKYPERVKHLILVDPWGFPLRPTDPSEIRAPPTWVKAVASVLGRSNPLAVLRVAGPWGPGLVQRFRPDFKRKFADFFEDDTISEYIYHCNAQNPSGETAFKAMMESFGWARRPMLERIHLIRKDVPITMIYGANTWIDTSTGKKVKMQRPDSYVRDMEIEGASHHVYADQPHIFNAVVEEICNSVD
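Assay system: wild-type mouse ABHD4 protein; compound: single nominal dose of 8.92 µM, 0.89% DMSO final; schedule: 45 min + 60 min at 25 °C; measured by: FP readout, ex 525 nm / em 598 nm; evaluation: % inhibition of FP-Rh probe binding versus controls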
The depositor's hits bear a star; x = not tested or not shown.

SMILES,SIAE primary,TCR CD3 inh,PRMT1 inh,HTRA1 inhibitor,UHRF1 binding,Tn7 DDE FP,LEDGF integ inh,TDP2 absorb,PG9 binder,mABHD4 FP
O=C(NCCOc1ccc(Cl)cc1)c1ccc2ccccc2n1,-6,-8,3,-29,0,-7,-3,8,0.8,-12
CC(c1ccon1)N(C)Cc1c(C(=O)N(C)Cc2ccccc2)nc2ccccn12 (centres undefined),-3,0,-5,0,2,-6,6,-9,-2.3,-8
O=C(CSc1nc(-c2cccs2)cc(C(F)(F)F)n1)NCc1ccccc1,-5,-1,1,-20,-1,-3,-1,0,0.9,2
Nn1c(SCC(=O)Nc2nccs2)nnc1-c1ccco1,-1,-3,-1,-4,0,-6,-1,0,1.6,-3
CCC1CCCCN1c1nc(-c2ccncc2)nc2ccccc12 (centres undefined),-8,44*,-3,-26,1,2,2,-8,0.4,-15
CCOc1ccccc1NC(=O)c1cc(S(=O)(=O)N2CCN(CC)CC2)ccc1Cl,-4,2,3,-3,0,1,-2,-6,-1.2,-13
C=CCOc1ccccc1CNCCCN1CCOCC1,-2,-4,3,4,2,1,-4,5,1.1,3
O=C(NCc1nnc(SCC(=O)N2CCN(c3ccccc3)CC2)o1)c1c(F)cccc1Cl,-4,9,-3,-3,0,-7,1,-1,-1.8,3
CN(Cc1ccccc1)C(=O)c1ccc2sc([C@H]3C[C@H](O)[C@@H](CO)O3)nc2c1,3,-5,2,x,2,-6,-2,-2,-1.7,9
COc1cccc(OCC(O)CN2CCOCC2)c1 (centres undefined),-1,1,-3,14,0,-2,1,4,0.5,-5
O=C(CSc1nnc(-c2cccs2)o1)N1CCCCC1,1,1,-3,-6,0,-2,0,-9,-0.1,-9
CSc1ncc(Cl)c(C(=O)C(C#N)c2nc3c(C)cc(C)cc3c(=O)[nH]2)n1 (centres undefined),6,9,1,-23,0,4,-6,-5,-1.7,-11
COc1ccccc1NC(=O)C1=C(C)NC(=O)NC1c1ccc(C)cc1 (centres undefined),-2,-10,4,-4,3,10,-2,-5,-0.7,3
Cc1cc(F)ccc1S(=O)(=O)N1CCCOC1CNC(=O)C(=O)NCC(C)C (centres undefined),-5,6,-3,4,-2,1,1,5,1.2,-3
NC(=O)c1ccsc1NC(=O)C1CCN(S(=O)(=O)c2cccs2)CC1,-2,-2,4,-1,-1,0,0,9,1.1,1
O=C(NCc1cc(C(F)(F)F)cc(C(F)(F)F)c1)C1CC(c2ccc(C(F)(F)F)cc2)=NO1 (centres undefined),-2,-2,4,-1,-1,7,-2,7,-0.7,-3
CSc1nc(=O)n2cccc(C)c2n1,-1,2,0,-6,-1,-5,-1,7,-0.6,4
CCN(CC)S(=O)(=O)c1cccc(NC(=O)CC2CCCC2)c1,3,0,-1,-6,-1,-1,-2,18,1.4,3
C=CCN1C(=O)/C(=c2\sc3nc(=O)c(Cc4ccccc4)nn3c2=O)c2ccccc21,2,4,11,x,1,-2,4,2,-0.1,3
NC(=O)c1ccccc1OCC(=O)O,3,-1,-1,2,-2,-4,1,9,-0.2,5
FC(F)(F)c1ccc(C2[C@H]3CN(Cc4cccnc4)[C@H](c4ccccc4)C34CC2(c2cccnc2)C4)cc1 (some centres undefined),-5,-3,3,-74,0,9,-3,1,1.4,9
O=C(NNc1cc(N2CCOCC2)nc(N2CCOCC2)n1)c1ccc(Cl)cc1Cl,2,6,-2,2,-1,2,2,-2,-0.1,-3
CCOC(=O)[C@H]1[C@H]2COc3ccc(C)cc3[C@@H]2N2C(=O)CN(Cc3ccc(F)cc3)C(=O)[C@@]12C,8,0,-3,-7,-2,2,-3,4,0.6,4
Cc1ccc(NC(=O)c2ccc(S(=O)(=O)NCC3CCCO3)cc2)cc1C (centres undefined),-5,9,-2,4,-2,-3,-1,6,0.9,-10
O=C(c1ccc(CS(=O)(=O)Cc2ccccc2)cc1)N1CCCCC1,-3,-4,-1,1,1,7,-4,10,-0.8,7
COc1ccc(S(=O)(=O)N2CCN(Cc3cc(OC)c(OC)c(OC)c3)CC2)cc1,1,-5,-2,12,-1,-5,3,-2,-1.5,11
Cc1ccc(NC(=O)Cn2nnc3ccccc3c2=O)cc1,6,8,-1,-1,-1,7,3,4,1.4,1
Cc1cc(C)n(C(=O)/C(C#N)=C/N(C)C)n1,-6,0,6,4,5,0,2,5,-0.9,4
CC(C)N(C(=O)COC(=O)CNS(=O)(=O)c1ccccc1F)c1ccccc1,-3,3,-2,7,0,-7,2,3,-0.1,3
CNC(=O)c1ccsc1NC(=O)c1ccc(S(=O)(=O)N2CCOCC2)cc1,-10,2,-1,-4,2,2,2,3,-1.1,-9
O=C(C(=O)N1CCN(c2ccccc2F)CC1)c1c[nH]c2ccccc12,4,9,-10,-5,-3,2,1,3,0.3,-7
CC(C)C[C@H](NC1(C(=O)NCCc2c[nH]c3ccccc23)CCC1)C(=O)NCCCc1ccccc1,2,x,-2,x,4,-8,4,-22,x,-6
COc1cc(C)c(C)cc1S(=O)(=O)N1CCCc2ccccc21,-5,-5,4,-8,2,-1,-3,-10,0.7,-8
COc1cc(C)c(C(=O)CC(=O)c2c(C)cc(OC)cc2C)c(C)c1,2,3,-4,x,2,-4,2,-1,-0.9,4
OCCN1CCN(Cc2ccc3ccccc3c2)CC1,3,-1,0,14,2,-4,0,17,-2.1,9
Cc1c(CN2CCC(CO)(CCOc3ccccc3)CC2)[nH]c2ccc(Cl)cc12,0,7,-4,-32,-2,-1,5,-8,-2.9,19
O=C(CSc1ccc(Cl)cc1)N1CCN(c2ncc(C(F)(F)F)cc2Cl)CC1,-4,-1,1,-1,3,-1,4,-8,-2.6,-16
CC(=O)C1=C(C)N(Cc2ccc(Br)cc2)C(=S)NC1c1ccc(F)cc1 (centres undefined),-5,-3,5,x,6,-2,2,-11,0.6,-23
Cc1ccc(N/C(=C\C(=O)c2ccccc2)C(=O)O)cc1,1,-1,8,5,2,-4,4,-20,0.3,3
Cn1c(=O)c2c(nc(OCc3ccc4c(c3)OCO4)n2Cc2ccccc2Cl)n(C)c1=O,1,-1,-1,-8,5,-2,3,-8,-1.2,-9
COc1ccc(N(CC(=O)NCc2cccnc2)S(=O)(=O)c2c(C)nn(C)c2C)cc1,-5,3,1,-1,0,1,1,3,-2.0,2
O=C1CSC(c2ccc(Cl)cc2)N1c1cccnc1 (centres undefined),-6,-4,-1,10,-2,-7,-3,1,-3.7,-1
O=C(C1CC1)N1CCCN(C(=O)C2CC2)CC1,6,-1,-4,-1,-3,-1,3,6,0.7,5
COC(=O)c1ccc(NC(=O)COc2coc(CN3CCc4ccccc43)cc2=O)cc1,2,3,-4,2,1,-6,3,-1,-0.3,-2
CCOc1ccc(N(CC(=O)OC)S(=O)(=O)c2ccc(OC)c(OC)c2)cc1,-4,4,2,-3,3,2,-2,-8,0.4,0
COCCNC(=O)c1cccc(OC2CCN(Cc3ccc(C(C)C)cc3)CC2)c1,-1,1,-2,-4,0,1,1,5,0.0,5
C[C@@H]1CN([C@H](C)CO)C(=O)c2cc(Br)cnc2O[C@H]1CN(C)C(=O)Cc1ccccc1,4,2,3,-1,0,4,-3,-1,3.1,6
Cc1ccc(-n2c(-c3ccccc3)n[nH]c2=S)c(C)c1,5,6,2,4,0,3,1,8,1.2,4
O=C(NCC1CCNCC1)c1ccncc1,-1,6,3,4,2,-4,1,2,-0.1,2
O=C(CCn1c(=O)oc2ccccc21)Nc1nc2ccccc2s1,-7,10,-5,-10,1,10,2,2,-0.5,-2
Cc1cc2cc(C(=O)N3CCc4c([nH]c5ccccc45)C3c3ccccn3)ccc2o1 (centres undefined),5,4,0,-12,-1,0,0,3,-2.1,-2
O=C(c1ccc2noc(-c3ccccc3)c2c1)N1CCN(c2ccccc2)CC1,4,-3,4,-22,0,3,-6,-11,-1.0,-2
C=CCNC(=S)Nc1ccc(C)cc1[N+](=O)[O-],0,-1,0,-2,3,-7,4,2,0.0,1
Cc1ccc(S(=O)(=O)N(C)C)cc1NC(=O)c1n[nH]c(=O)c2ccccc12,-4,-7,-1,-3,4,-3,5,-12,0.5,-9
CC(C)NC(=O)CSc1ccccc1C(=O)N1CCN(S(=O)(=O)/C=C/c2ccccc2)CC1,-2,-2,4,5,-1,0,-11,4,2.8,2
CCCc1c(C)c2cccc(C)c2[nH]c1=O,1,-4,2,-2,3,1,1,3,-0.1,3

Single records (already shown).
Results for O=C(CSc1nnc(-c2cccs2)o1)N1CCCCC1 = SIAE primary: 1; TCR CD3 inh: 1; PRMT1 inh: -3; HTRA1 inhibitor: -6; UHRF1 binding: 0; Tn7 DDE FP: -2; LEDGF integ inh: 0; TDP2 absorb: -9; PG9 binder: -0.1; mABHD4 FP: -9
Results for Cc1cc(F)ccc1S(=O)(=O)N1CCCOC1CNC(=O)C(=O)NCC(C)C (centres undefined) = SIAE primary: -5; TCR CD3 inh: 6; PRMT1 inh: -3; HTRA1 inhibitor: 4; UHRF1 binding: -2; Tn7 DDE FP: 1; LEDGF integ inh: 1; TDP2 absorb: 5; PG9 binder: 1.2; mABHD4 FP: -3
